# From PubChem BioAssay
# aSyn rescue – alpha-synuclein toxicity inhibition in yeast | Yeast expressing alpha-synuclein, growth rescue, BacTiter-Glo, 24 h | Potency, µM (titrated, usually from 46.1 µM), inactives show at the highest dose growth rescue (activation), hits mostly activators | actives 0.14% (n = 370,000); also: potency is read from the fitted curve at half-maximal effect; % of control where 0% means no effect; nearly all actives have a fitted effect of over 65% in size
#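 Rescue of yeast growth: cells expressing toxic alpha-synuclein, induced in galactose at OD600 0.02, incubated with compound 24 h at 30 C. ATP luminescence quantified growth; inhibitors of toxicity appear as activators.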
# GLP-1R inv ag – inverse agonists of human GLP-1 receptor; HEK293 GLP-1R CRE-luciferase, luminescence, 24 h; GLP-1R form is constitutively active; Potency, µM (series often up to 38.3 µM), for the others: at the top dose activity change, negative = inhibition, most hits filed as inhibitors; actives 1.6% (n = 410,000); AID 624417; also: potency is read from the fitted curve at half-maximal effect; % is scaled to controls: 0 for no effect and ±100 for the full control effect; nearly all actives have a fitted effect of over 55% in size
# Target sequence (P43220 whole entry, looked up): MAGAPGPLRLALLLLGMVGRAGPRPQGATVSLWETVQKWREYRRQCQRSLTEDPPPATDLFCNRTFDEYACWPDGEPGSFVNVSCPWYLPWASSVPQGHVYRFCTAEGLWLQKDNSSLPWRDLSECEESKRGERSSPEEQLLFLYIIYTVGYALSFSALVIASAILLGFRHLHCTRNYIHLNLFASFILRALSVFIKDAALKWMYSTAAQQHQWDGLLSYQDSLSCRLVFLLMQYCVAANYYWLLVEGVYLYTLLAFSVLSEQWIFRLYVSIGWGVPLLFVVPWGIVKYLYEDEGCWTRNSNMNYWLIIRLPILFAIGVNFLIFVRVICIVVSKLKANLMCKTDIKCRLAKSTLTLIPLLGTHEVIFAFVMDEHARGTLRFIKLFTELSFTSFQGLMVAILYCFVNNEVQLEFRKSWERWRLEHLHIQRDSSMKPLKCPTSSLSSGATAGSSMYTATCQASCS
#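 Assay principle: reduced luminescence from a cAMP-responsive reporter in HEK293 cells co-expressing a constitutively active GLP-1R. Conditions: 24 hr compound incubation, 37 deg C, 5% CO2.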
# Akt phos inh – Akt phosphorylation inhibition | Neuro2A IGF-stimulated pAkt S473 HTRF, 20 min; active compounds read low | activity change, % for hits at 50 µM | actives 0.32% (n = 360,000) | AID 651550; in the data active = activity change below about -80%; inconclusive = mostly about -51% to -80%; also: % is scaled to controls: 0 for no effect and ±100 for the full control effect
#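 Neuro2A cells (4,500/well, DMEM with 0.5% FBS) were treated with compound at a single 50 µM final concentration, stimulated with 6 nM IGF for 20 min at 37 °C, and lysed. Phospho-Akt Ser473 was read by HTRF as 665/615 ratio ×10^4.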
# FUS yeast rescue – rescues growth of FUS-expressing yeast. S. cerevisiae FUS-expressing, growth rescue, OD600, 24 h. Potency, µM (top dose mostly 76.6 µM), inactives show at the highest dose growth rescue (activation), usual class: activators. actives 0.24% (n = 390,000);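 also: potency is read from the fitted curve at half-maximal effect; plate controls were DMSO vehicle for no effect and reference control for full effect; nearly all actives have a fitted effect of over 55% in size; some results filed as inactive show a strong effect at the top dose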
#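 Galactose (2%) drives FUS expression in yeast precultured in raffinose; seeding density OD 0.005. Test compounds incubated 24hr at 30C and 99% humidity before absorbance at 600 nm was measured.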
# GLP1R ag – activates the human GLP-1 receptor; Potency, µM (series often up to 45.6 µM), for the others: at the highest dose activation, usual class: activators; HEK293 GLP-1R CRE-luciferase, luminescence, 4-6 h; cells express a hypersensitive GLP-1R form; P43220; actives 0.007% (n = 380,000); also: potency is read from the fitted curve at half-maximal effect; % of control where 0% means no effect
# D3 antag – D3 dopamine receptor (human) antagonism. actives 2.5% (n = 360,000). max response, negative = inhibition, %. D3R cells, DiscoveRx beta-arrestin luminescence, antagonist mode; active compounds read low. P35462; in the data active = max response below about -50%; inconclusive = no clear call, values can overlap the other calls; also: % is scaled to controls: 0 for no effect and ±100 for the full control effect; mostly tested at two doses, the higher about 12 µM
# Target sequence (P35462 whole entry, looked up): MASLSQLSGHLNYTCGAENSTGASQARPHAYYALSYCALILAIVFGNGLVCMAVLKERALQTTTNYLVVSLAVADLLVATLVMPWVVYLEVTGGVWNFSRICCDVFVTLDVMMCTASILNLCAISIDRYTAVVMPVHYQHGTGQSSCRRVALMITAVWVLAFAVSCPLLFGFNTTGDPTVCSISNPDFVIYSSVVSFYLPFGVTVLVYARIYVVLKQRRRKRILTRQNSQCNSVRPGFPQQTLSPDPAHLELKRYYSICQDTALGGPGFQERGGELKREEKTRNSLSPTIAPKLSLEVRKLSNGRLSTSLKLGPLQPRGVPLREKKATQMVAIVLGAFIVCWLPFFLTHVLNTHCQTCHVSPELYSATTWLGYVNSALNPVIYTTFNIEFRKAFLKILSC
#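 Cells expressing the human receptor were seeded at 1500 cells/well, incubated overnight at 37 degrees C in 5% CO2, then exposed to library compounds with dopamine controls for 90 minutes at 37 degrees C before luminescent detection.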
# Abeta rescue – A-beta toxicity reversal in yeast. yeast expressing A-beta42, growth rescue, OD600, 48 h; response scale: 0% DMSO, 100% iron-clioquinol control. Potency, µM (doses to about 46.1 µM), inactives show top-dose growth rescue, most hits filed as activators. actives 0.063% (n = 410,000); also: potency is read from the fitted curve at half-maximal effect; nearly all actives have a fitted effect of over 55% in size
#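 Yeast growth medium received pinned compounds, then yeast cells expressing toxic A-beta were added; plates incubated at 30 C for 48 hr. Growth read as absorbance at 600 nm, normalized to DMSO and equimolar FeCl3 plus clioquinol controls.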
# PTHR1 ag – activates the human parathyroid hormone receptor PTHR1; Q03431; HEK293 GP2 PTHR1 cells, GloSensor cAMP luminescence, 1 h; Potency, µM (doses to about 115 µM), without a hit: at the highest dose activation, actives largely listed as activators; actives 0.075% (n = 410,000); also: potency is read from the fitted curve at half-maximal effect; nearly all actives have a fitted effect of over 55% in size; some results filed as inactive show a strong effect at the top dose; inactives centre near -15; many of its hits are not listed in these tables
#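 HEK-293-derived GP2 cells expressing PTHR1 and a GloSensor cAMP reporter, 3,000/well, plated overnight, given luciferin plus IBMX (each 0.5 mM as added) for 1 h at 37 °C, then compound for 1 h at 37 °C. Luminescence was read after 15 min at room temperature.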
# TDP-43 yeast inh – TDP-43 toxicity inhibition in yeast. TDP-43 expressing yeast growth rescue, BacTiter-Glo, 24 h. Potency, µM (series often up to 46.1 µM), for the others: at the top dose growth rescue (activation), most hits filed as activators. actives 1.8% (n = 410,000). AID 652104; also: potency is read from the fitted curve at half-maximal effect; % of control where 0% means no effect; nearly all actives have a fitted effect of over 50% in size
#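 Readout is BacTiter-Glo luminescence of cell growth, so inhibitors register as activators. TDP-43-expressing yeast at OD600=0.02 in galactose medium, after raffinose pregrowth to mid-log, were incubated with compound for 24 hr at 30 deg C.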
# * = called active by the depositor; i = inactive; ? = inconclusive; nt = no result given; [ ] = dose if it differs, or a comment. Unless noted, calls follow the shape of the dose curve; as a rule, active = well fitted curve in the direction sought with a large enough effect; inconclusive = small, poorly fitted or top-dose-only effect, or another doubt; inactive = no such curve, though single readings can be large; an effect the other way counts as inactive or inconclusive. The list is partial; rates above refer to the full screens.
(1) CC(C)(C)NC(=O)NC(=O)COC(=O)c1ccco1
(2) O=C(NC(=S)NC1CCS(=O)(=O)C1)c1ccccc1 (configuration not stated)
(3) COc1ccc(N(CC(=O)NC2CCCC2)C(=O)c2csnn2)cc1
(4) CC(C(=O)Nc1ccc(S(=O)(=O)N2CCCC2)cc1)N(C)CC(=O)Nc1cccc(F)c1 (configuration not stated)
(5) CN(C)Cc1cc(C(F)(F)F)ccc1C(O)(c1ccccc1)c1ccccc1
(6) COc1ccc(C2OCC(C)(C)CO2)cc1OC
entry no.	1	2	3	4	5	6
aSyn rescue	-2%	1%	-15%	?	1%	3%
GLP-1R inv ag	0%	5%	?	?	8.9µM*	30%
Akt phos inh	i	i	i	i	i	i
FUS yeast rescue	-6%	8%	24%	15%	nt	-12%
GLP1R ag	35%	-2%	-7%	10%	-8%	5%
D3 antag	-14	15	19	-10	3	11
Abeta rescue	-12%	5%	1%	0%	7%	6%
PTHR1 ag	i	i	-5%[57.5 µM]	29%	-19%	i
TDP-43 yeast inh	-7%	-6%	-3%	3%	24%	-11%

# Limited to FUS yeast rescue, aSyn rescue and D3 antag (3 entries from above):
nr	mol	FUS yeast rescue	aSyn rescue	D3 antag
2	O=C(NC(=S)NC1CCS(=O)(=O)C1)c1ccccc1 (configuration not stated)	8%	1%	15
1	CC(C)(C)NC(=O)NC(=O)COC(=O)c1ccco1	-6%	-2%	-14
4	CC(C(=O)Nc1ccc(S(=O)(=O)N2CCCC2)cc1)N(C)CC(=O)Nc1cccc(F)c1 (configuration not stated)	15%	?	-10

# The listing picks up, repeating the 2 entries before the break.
(5) CN(C)Cc1cc(C(F)(F)F)ccc1C(O)(c1ccccc1)c1ccccc1
(6) COc1ccc(C2OCC(C)(C)CO2)cc1OC
(7) N#CCCN(C(=O)COC(=O)C1CCN(c2ccc(C(F)(F)F)cn2)CC1)c1ccc(F)cc1
(8) COc1ccc(CNC(=O)C(=O)Nc2cccc(C)c2C)cc1
(9) CCCCN(CCCC)C(=O)C1(P(=O)(c2ccccc2)c2ccccc2)CCC1
(10) O=S(=O)(NCc1nc2cccnc2n1Cc1ccc(F)cc1)c1ccc2c(c1)CCCC2
(11) O=C(O)CCCN1C(=O)C2C3C=CC(C2C1=O)C1C(=O)N(CCCC(=O)O)C(=O)C31 (configuration not stated)
(12) COc1ccc(C(=O)OCc2cc(=O)oc3cc(C)ccc23)cc1S(=O)(=O)N1CCOCC1
entry no.	5	6	7	8	9	10	11	12
aSyn rescue	1%	3%	8%	nt	-3%	nt	-2%	-4%
GLP-1R inv ag	8.9µM*	30%	?	-3%	?	4%	2%	11%
Akt phos inh	i	i	i	nt	i	nt	i	i
FUS yeast rescue	nt	-12%	26%	2%	15%	-7%	1%	5%
GLP1R ag	-8%	5%	5%	2%	5%	nt	-6%	0%
D3 antag	3	11	-2	nt	3	nt	-28	-13
Abeta rescue	7%	6%	?	-1%	-37%[inhibitor]	5%	6%	-10%
PTHR1 ag	-19%	i	-14%	-92%[inhibitor]	i	-80%[inhibitor]	i	i
TDP-43 yeast inh	24%	-11%	16%	9%	4%	19%	12%	3%

(13) Cc1c(OCC(=O)N2CCC(C(N)=O)CC2)ccc2c3c(c(=O)oc12)CCC3
(14) CCn1c(Cn2nnc(-c3ccccc3)n2)nnc1SCC(=O)Nc1ccc(N(C)C)cc1
(15) CC1CCCN(S(=O)(=O)c2ccc(C(=O)Nc3nnc(-c4ccccn4)o3)cc2)C1 (configuration not stated)
(16) O=C(CCC1COc2ccccc2O1)N1CCCC1 (configuration not stated)
(17) Cc1ccc(NC(=O)CSc2nnc(-c3ccccn3)n2N)cc1F
(18) CCC1CO/C(=C(\C(Cl)=C(Cl)Cl)[N+](=O)[O-])N1 (configuration not stated)
entry no.	13	14	15	16	17	18
aSyn rescue	-10%	-1%	-6%	-6%	0%	3%
GLP-1R inv ag	0%	-27%	-8%	-11%	-9%	6%
Akt phos inh	i	i	i	-100%*	i	i
FUS yeast rescue	0%	12%	4%	-38%	10%	-10%
GLP1R ag	-4%	0%	-8%	2%	2%	1%
D3 antag	1	17	-8	-5	-1	3
Abeta rescue	5%	4%	-7%	-13%[9.22 µM]	-4%	-13%
PTHR1 ag	i	-6%[57.5 µM]	i	i	-5%	-9%
TDP-43 yeast inh	17%	-9%	0%	-13%	15%	18%

(19) CCOC(=O)c1cc(-c2ccc(OC)cc2F)nc2c1c(C)nn2CCC#N
(20) COc1ccc(C(NC(N)=O)c2ccccc2)cc1 (configuration not stated)
(21) CC(C)(C)C(=O)Cn1ncc(Cl)c(Cl)c1=O
(22) CCOCCc1nnc(NC(=O)c2cccc(F)c2)s1
(23) NC(=O)CC(NC(=O)Cc1ccc(Br)cc1)c1ccc(NCCc2cccc(F)c2)c([N+](=O)[O-])c1 (configuration not stated)
(24) O=C(NCC1CCN(Cc2ccccc2F)CC1)C1CCCN(c2ncnc3c2nc2n3CCCCC2)C1 (configuration not stated)
entry no.	19	20	21	22	23	24
aSyn rescue	9%	-3%	-2%	2%	0%	10%
GLP-1R inv ag	2%	4%	?	34%	7%	?
Akt phos inh	i	i	i	i	i	i
FUS yeast rescue	-5%	20%	-33%	1%	35%	19%
GLP1R ag	31%	-6%	-8%	-11%	1%	14%
D3 antag	26	-16	-11	-5	-3	-16
Abeta rescue	1%	-4%	-14%	19%	-1%	8%
PTHR1 ag	i	i	-29%	i	-5%	-9%
TDP-43 yeast inh	-7%	-14%	-2%	9%	2%	5%

(25) COc1ccc(C(CC(=O)O)NC(=O)c2sc3ccccc3c2Cl)cc1 (configuration not stated)
(26) O=C(COc1ncnc2cc(Cl)ccc12)c1ccccc1
(27) CCC(C)NS(=O)(=O)c1ccc(OCC(=O)NCc2ccc3c(c2)OCO3)cc1 (configuration not stated)
(28) O=C1NC[C@@H](CCCCN2C[C@H](Cc3ccccc3)N(CC3CCCCC3)C(=O)C2=O)N(CC2CCCCC2)C1=O
(29) O=C(O)c1[nH]c2ccccc2c1C(c1cccc(O)c1)c1c(C(=O)O)[nH]c2ccccc12
(30) O=C(NCc1ccccc1Cl)C1CCC(=O)N(CCCN2CCCC2=O)C1 (configuration not stated)
entry no.	25	26	27	28	29	30
aSyn rescue	7%	3%	-1%	5%	-3%	3%
GLP-1R inv ag	13%	1%	-23%	20%	-13%	0%
Akt phos inh	i	i	i	i	i	i
FUS yeast rescue	-7%	-19%	2%	28%	34%	0%
GLP1R ag	11%	-2%	0%	6%	-3%	-7%
D3 antag	4	23	15	43	-22	3
Abeta rescue	11%	-9%	17%	-3%	18%	3%
PTHR1 ag	i	-18%	i	18%	-1%	i
TDP-43 yeast inh	0%	-6%	10%	18%	6%	16%

(31) CCCNC(=O)C1(C)CCN(CCOc2ccc(Cl)cc2)C1 (configuration not stated)
(32) Cc1ccc(Cl)cc1N1CCN(C(=O)c2ccc3c(c2)CCN3S(=O)(=O)c2ccccc2)CC1
(33) Cc1ccc2c(CNCc3ccc(C)o3)c(C(=O)O)n(Cc3ccc(F)cc3)c2c1
(34) COc1ccc(C(=O)COC(=O)c2ccc3c(c2)OCCO3)c(OC)c1
(35) COc1ccc(N2CCN(CC(O)COC(c3ccc(F)cc3)c3ccc(F)cc3)CC2)cc1 (configuration not stated)
(36) O=C(c1ccccc1)N(c1ccccc1)c1nccc2ccccc12
entry no.	31	32	33	34	35	36
aSyn rescue	13%	nt	nt	7%	-9%	12%
GLP-1R inv ag	?	15%	?	-1%	?	-17%
Akt phos inh	i	nt	nt	i	i	i
FUS yeast rescue	-18%	-6%	44%	3%	6%	5%
GLP1R ag	0%	nt	-2%	15%	-1%	1%
D3 antag	-72*	nt	nt	33	-13	-7
Abeta rescue	-6%	4%	-3%	1%	13%	0%
PTHR1 ag	-24%	-31%[inhibitor]	i	i	-35%[inhibitor]	-4%
TDP-43 yeast inh	-7%	0%	18%	11%	-3%	-3%

(37) CCOC(=O)N1CCN(C(=O)c2ccccc2NC(=O)c2ccc(C(C)(C)C)cc2)CC1
(38) Cc1ccc(S(=O)(=O)N2C[C@H]3[C@H]4C(=O)N(c5ccccc5)C(=O)[C@H]4CC(=O)[C@H]3[C@@H]2c2ccc(Cl)cc2)cc1
(39) Cc1cccc(OCC(=O)NC(C)C(=O)N/N=C/c2c(OCc3ccccc3)ccc3ccccc23)c1 (configuration not stated)
(40) CCOC(=O)c1cc2c(ccn2-c2ccc(F)cc2)n1CC(=O)N(CC)CC
(41) COc1ccc(C(=O)NCc2nnc(SCC(=O)Nc3cc(C)on3)o2)cc1OC
(42) N/C(=N\OC(=O)CCC1CCCCC1)c1ccccn1
(43) CCOC(=O)Cn1cc(/C=C/[N+](=O)[O-])c2ccccc21
(44) O=C(c1ccc(Cl)cc1)c1ccc(OCC(O)CN2CCCCC2)cc1 (configuration not stated)
(45) COc1cccc(C(=O)OC(C)C(=O)NCC2CCCCC2)c1 (configuration not stated)
entry no.	37	38	39	40	41	42	43	44	45
aSyn rescue	0%	1%	4%	3%	2%	1%	8%	1%	3%[1.84 µM]
GLP-1R inv ag	?	9%	0%	-68%	-13%[0.307 µM]	1%	?	5µM*	?
Akt phos inh	i	i	nt	i	i	i	i	i	i
FUS yeast rescue	22%	24%	?	33%	-5%	9%	-18%	16%	-6%
GLP1R ag	10%	0%	-1%	7%	7%	-10%	-14%	-6%	1%
D3 antag	-5	0	-12	-2	16	6	-15	-3	4
Abeta rescue	-9%	-9%	7%	-5%	-6%	4%	-33%	-17%	6%
PTHR1 ag	i	-1%	24%[57.5 µM]	-49%[inhibitor]	i	-12%[57.5 µM]	-48%[inhibitor]	-4%[57.5 µM]	i
TDP-43 yeast inh	0%	11%	-15%	?	-15%	8.9µM*	-5%	11%	?

# Some values from the list.
# FUS yeast rescue, cpd 40 : 33%
# PTHR1 ag, cpd 39 : 24%[57.5 µM]
# Abeta rescue, cpd 37 : -9%
